Growth percent in the NCI-60 one-dose screen (48 h, 10 µM unless noted): 100 = growth as untreated, 0 = no growth, -100 = all killed.
SNB-19 = SNB-19 CNS cancer cells; actives 2.5% (n = 81,000); AID 1794751
U251 = U251 CNS tumor cells; actives 5.4% (n = 80,000); AID 1794753
SF-268 = SF-268 CNS cancer cells; actives 3.1% (n = 82,000); AID 1794759
SF-295 = SF-295 CNS cancer cells | actives 5.6% (n = 79,000) | AID 1794758
PC-3 = PC-3 prostate cancer cells; AID 1794754; actives 3.9% (n = 80,000)
OVCAR-8 = OVCAR-8 ovarian cancer | actives 4.4% (n = 81,000)
DU-145 = DU-145 prostate cancer; actives 4.2% (n = 81,000); AID 1794760
SF-539 = SF-539 CNS cancer. actives 6.8% (n = 81,000). AID 1794752
An asterisk follows results filed as active; / = not tested or not shown; & = joins results of further samples. How the source made its calls: active means growth percent below 10; inactive means the rest.

Structure | SNB-19 | SF-539 | U251 | OVCAR-8 | DU-145 | SF-295 | PC-3 | SF-268
CCOC(=O)c1c(N)nn(C)c1Nc1ccccc1 | 99 | 97 | 98 | 98 | 115 | 109 | 99 | 101
C/C=C/C1C(/C=N/N(C)C)C(C#N)(C#N)C1(C#N)C#N (stereo unspecified) | 103 | 108 | 96 | / | 90 | 111 | 76 | 101
NC(=O)CC1C=CCC1 (stereo unspecified) | 104 | 93 | 85 | 85 | 102 | 98 | 99 | 102
Cc1nn2c(-c3nc4ccccc4[nH]3)c(-c3ccccc3)nc2s1 | 105 | 83 | 100 | 97 | 117 | / | 99 | 116
COc1ccc(-c2c3c(nn2-c2ccccc2)CCc2cnoc2-3)cc1OC | 91 | 115 | 86 | 86 | / | 94 | 49 | 103
C=CCNC(=S)NNC(=O)c1cc2ccc1CCc1ccc(cc1)CC2 | 99 | 104 | 102 | 109 | 112 | 99 | 98 | 100
CCOC(=O)C1(c2ccccc2)CCCNC1=O (stereo unspecified) | 107 | 103 | 98 | 100 | 105 | 101 | 95 | 101
CN(C)Cc1ccc2ccccc2c1O | 100 | 101 | 103 | 98 | 137 | / | 83 | 111
CCN1CCC(Nc2ccnc3cc(Cl)ccc23)CC1 | 91 | 82 | 93 | 95 | 91 | 90 | 80 | 90
Clc1nc(Cl)nc(-c2cccn2-c2ccccc2)n1 | 97 | 120 | 103 | 99 | 117 | 105 | 99 | 108
O=C(/C(=C/c1ccco1)Cc1nc2ccccc2[nH]1)c1nc2ccccc2[nH]1 | 119 | 94 | 94 | 98 | 105 | 117 | / | 105
COc1ccc(-c2nc(SCCC(C)C)nc(N/N=C\c3cc(OC)c(OC)c(OC)c3)c2C#N)cc1 | 83 | 82 | 90 | 92 | 89 | 96 | 68 | 80
c1ccc(C(c2ccccc2)C(c2ccccc2)c2ccccc2)cc1 | 89 | 94 | 94 | 94 | 117 | 93 | 83 | 109
COc1c(Cl)cc(Cl)cc1Cl | 103 | 111 | / | 112 | 111 | 103 | 111 | 107
Cc1ccc(-c2cc(-c3ccccn3)[nH]n2)cc1 | 103 | 97 | 95 | 105 | 120 | 97 | 82 | 108
CC(=O)Cc1nsc(NC(=O)c2ccc(COc3ccccc3)o2)n1 | 96 | 98 | 99 | 100 | 105 | 99 | 96 | 95
c1ccc(Cc2ccncc2)cc1 | 95 | 97 | 99 | 99 | 103 | / | / | 99
Cc1cc(-c2ccc(Cl)cc2)n(Cc2nnc(SCC(=O)Nc3ccc(S(N)(=O)=O)cc3)o2)n1 | 84 | 104 | 95 | 89 | 107 | 84 | 70 | 105
COc1ccccc1OCC(=O)Nc1cccc(-c2nnc(-c3ccccc3)o2)c1 | 93 | 93 | 101 | 98 | 104 | 97 | 94 | 96
COc1ccc(NC(=O)c2ccc(C(F)(F)F)nc2Nc2ccc(Cl)cc2C)cc1Cl | 30 | 50 | 20 | 16 | 9.3* | 3.7* | 10 | 38
CN(C)c1nc(N)nc2c1ncn2C1OC(CO)CC1O (stereo unspecified) | 105 | 93 | 95 | 98 | 115 | 93 | 109 | 97
O=C(/C=C/c1ccco1)Nc1ncc(Cc2ccc(F)cc2)s1 | 48 | -21* | 23 | 22 | 19 | 12 | 30 | 55
FC(F)(F)c1cccc(-c2ccc(-c3nn4c(-c5ccccc5)nnc4s3)o2)c1 | 97 | 95 | 102 | 104 | 98 | 101 | 74 | 102
CC(C)CSc1nc(NN)c(C#N)c(-c2ccccc2)n1 | 89 | 95 | 95 | 105 | 103 | 88 | 89 | 85
Cc1nc(N=C(N)N)nc2ccccc12 | 91 | 96 | 74 | 86 | 106 | 109 | 84 | 76
Nc1cc(Cl)c(Cl)cc1S(=O)(=O)O | 100 | 100 | 96 | 101 | 102 | 100 | 89 | 89
O=c1ccnc(SCc2ccccc2)[nH]1 | 104 | 97 | 113 | 112 | 115 | 114 | 97 | 94
Cc1cc(=O)oc2cc(Oc3ccc(Nc4ncnc5onc(-c6ccccc6)c45)cc3)ccc12 | 99 | 102 | 97 | 93 | 106 | 95 | 104 | 98
Cc1ccc2nc(-c3ccc(N)cc3)sc2c1 | 66&89 | 79&85 | 86&80 | 96&99 | 86&85 | 82 | 44&69 | 71&69
CCC1(CC)Oc2c(OC(C)=O)cccc2C(C)=C1c1ccc(OC)cc1 | 112 | 91 | 95 | 98 | 105 | 84 | 75 | 96

In the list so far, three have fluorine.
Structure | SNB-19 | SF-539 | U251 | OVCAR-8 | DU-145 | SF-295 | PC-3 | SF-268
COc1ccc(NC(=O)c2ccc(C(F)(F)F)nc2Nc2ccc(Cl)cc2C)cc1Cl | 30 | 50 | 20 | 16 | 9.3* | 3.7* | 10 | 38
O=C(/C=C/c1ccco1)Nc1ncc(Cc2ccc(F)cc2)s1 | 48 | -21* | 23 | 22 | 19 | 12 | 30 | 55
FC(F)(F)c1cccc(-c2ccc(-c3nn4c(-c5ccccc5)nnc4s3)o2)c1 | 97 | 95 | 102 | 104 | 98 | 101 | 74 | 102

Next structures follow.
Structure | SNB-19 | SF-539 | U251 | OVCAR-8 | DU-145 | SF-295 | PC-3 | SF-268
Oc1ccc(/C=N\NC(=S)Nc2ccc(F)cc2)c(O)c1 | 98 | 102 | 88 | 110 | 108 | 93 | 97 | 97
CCOC(=S)Nc1ccc(S(=O)(=O)Nc2ccc(Cl)nn2)cc1 | 98 | 98 | 106 | 105 | 108 | 100 | 111 | 102
CN1CCN(C(=O)c2cc(-c3ccc4ncnc(N5CCc6cc(F)c(Cl)cc65)c4c3)cnc2N)CC1 | 13 | -24* | 15 | 10 | 8.9* | 0.0* | 1.9* | 0.5*
COc1cccc(O)c1CN1CCC2(CCCN(Cc3ccc(F)cc3)C2)C1 (stereo unspecified) | 78 | 98 | 99 | 95 | 106 | 110 | 50 | 90
CC(NC(=O)C1CCCN1C(=O)OC(C)(C)C)C(=O)OCc1ccccc1 (stereo unspecified) | 94 | 88 | / | 106 | 115 | 95 | 103 | 110
CC(C)=CCC/C(C)=C/CC/C(C)=C/CCc1ccsc1 | 106 | 96 | 106 | 105 | 102 | 109 | 95 | 102
CC1=C(C)C(=O)C(Nc2ccc(C(=O)OC(C)(C)C)cc2)=C(Br)C1=O | 97 | 103 | 102 | 97 | 108 | 100 | 94 | 97
Cc1csc(/N=C(N)/N=C(\N)c2cccs2)n1 | 103 | 99 | 97 | 101 | 110 | 113 | 92 | 103
CCOC(=O)/C(=C/CC/C(C)=C/CC/C(C)=C/CCc1ccoc1)CC(=O)N1CCSCC1 | 77 | 90 | 92 | 89 | 105 | 65 | 85 | 100
CC(=O)c1cccc(NC(=O)c2ccc(C(=O)Nc3cccc(C(C)=O)c3)cc2)c1 | 109 | 90 | / | 97 | 116 | 96 | 101 | 113
CCOC(=O)c1sc(/N=C2\C(=O)Nc3ccc(OC)cc32)nc1C | 109 | 100 | 102 | 105 | 105 | 104 | 101 | 94
C[C@@H]1CC[C@@H]2[C@H]1[C@@H](OC(=O)/C=C/c1ccccc1)[C@@]1(c3ccccc3)C[C@H](NC(=O)CO)[C@]2(C)O1 | 92 | 93 | 88 | 89 | 92 | 87 | 77 | 82
Cn1c(=O)c2c(nc(CCCc3nc4c(c(=O)n(C)c(=O)n4C)n3C)n2C)n(C)c1=O | 87 | 89 | 101 | 102 | 95 | 93 | 104 | 88
CC1COc2c(N3CCN(C)CC3)c(F)cc3c(=O)c(C(=O)NNC(=S)Nc4cccc(C(F)(F)F)c4)cn1c23 (stereo unspecified) | 100 | 100 | 95 | 101 | 103 | 99 | 97 | 96
COc1ccc(-c2cc(-c3c(C)oc4c(OC)c5occc5c(OC)c4c3=O)[nH]c(=O)c2C#N)cc1OC | 77 | 83 | 76 | 76 | 99 | 109 | 67 | 84
O=C1NC(=NC(=O)c2ccccc2)S/C1=C/c1ccccc1O | 97 | 99 | 96 | 92 | 98 | 100 | 98 | 102
CCOC(=O)c1cc2c3ccccc3oc(=O)c2c2nc3ccccc3n12 | 100 | 95 | 93 | 99 | 111 | 108 | 96 | 95
C#CCOc1ccc(C2=NN(CC3CC3)C3N=C(Cl)c4ncn(CC5CC5)c4N23)cc1OCC#C (stereo unspecified) | 99 | 90 | 70 | 72 | 69 | 88 | 64 | 97
CC[n+]1ccc2c(c1)C(=O)c1nccc3c1c-2nc1ccccc13 | -71* | / | -60* | -12* | -11* | -28* | 3.3* | -16*
Cc1ccc(C(=O)c2ccc(CC(=O)N/N=C/c3ccccc3O)n2C)cc1 | 79 | 89 | 76 | 79 | 90 | 98 | 87 | 71
O=c1c2cc(F)ccc2nc2n1CCc1sccc1-2 | 101 | 94 | 90 | 103 | 104 | 104 | 89 | 102
CC(C)=C[C@@H]1CC2Cc3c(C)cc(C)cc3N1O2 (stereo partly specified) | 97 | 99 | 101 | 103 | 114 | 100 | / | 106
COc1cc(Cl)cc(-c2nn(-c3cccc(NC(=O)Nc4cc(C(F)(F)F)cc(C(F)(F)F)c4)c3)cc2-c2ccncc2)c1 | 26 | -18* | -58* | -2.5* | 13 | -43* | -6.3* | 14
COc1ccc(C(=O)CSc2nc(Nc3ccc(S(N)(=O)=O)cc3)c3ccccc3n2)cc1 | 102 | 95 | 102 | 102 | 101 | 100 | 91 | 105
COc1cc(-c2nc(SC(C)C)nc(Nc3ccccc3)c2C#N)cc(OC)c1OC | 75 | 105 | 98 | 85 | 96 | 98 | 96 | 88
COC(=O)c1cc(/C=C/c2ccccc2)[nH]c(=O)c1C#N | / | 99 | 99 | 102 | 108 | 93 | 97 | 97
O=C(/C=C(O)/C=C/c1coc2ccccc12)/C=C/c1coc2ccccc12 | 99 | 123 | 95 | 101 | 99 | 108 | 93 | 91
O=C(CC(NCc1ccccc1)c1ccccc1)c1ccccc1 (stereo unspecified) | 102 | 95 | 91 | 104 | 103 | 92 | 98 | 98
CCOC(=O)CSC(SCC(=O)OCC)=C(C#N)NS(=O)(=O)c1ccc(Cl)cc1 | 92 | 96 | 89 | 88 | 100 | 93 | 82 | 86
NNC(=O)c1cc2c([nH]c3ccccc32)c(-c2cccc(O)c2)n1 | 100 | 89 | 102 | 107 | 112 | 98 | 82 | 102
CS(=O)(=O)c1ccc(-c2nc3ccccn3c2-c2nc3ccc([N+](=O)[O-])cc3[nH]2)cc1 | 100 | 90 | 104 | 94 | 100 | 92 | 86 | 94
Cc1ccc(NC(=O)Nc2nc3ccccc3s2)cc1NC(=O)Nc1nc2ccccc2s1 | 92 | 75 | 77 | 50 | 107 | 101 | 45 | 91
C=CCOc1ccc(C2CCCCC2)cc1 | 101 | 98 | 92 | 98 | 110 | 107 | 93 | 102
Oc1ccccc1/C=N/Nc1nc(N/N=C/c2ccccc2O)nc(N2CCCCC2)n1 | 56 | 59 | 50 | 50 | 55 | 53 | 45 | 54
CC(=O)Nc1cc2c(cc1[N+](=O)[O-])-c1ccccc1C2O (stereo unspecified) | 109 | 107 | 106 | 105 | 121 | 104 | 89 | 110
O=C(Nc1ccc2c(c1)Cc1ccccc1-2)C(F)(F)F | 93 | 103 | 101 | 101 | 115 | 100 | 99 | 86
CCCCCCCCCCCCCCCCCC(=O)OCC | 107 | 107 | 99 | 103 | 102 | 104 | 97 | 96
CCOC(=O)c1ccc2c(c1)n([O-])c(C(=O)Nc1ccccc1)c(-c1ccccc1)[n+]2=O | 94 | 93 | 89 | 88 | 92 | 76 | 52 | 107
C1=C\c2ccc(c(-c3nnc(Nc4ccccc4)o3)c2)/C=C\c2ccc/1cc2 | 89 | 113 | 80 | 87 | 94 | 91 | 81 | 97
CCCCCCCCCCCCOC(=O)c1nn(C(C)=O)c2ccccc12 | 104 | 101 | 110 | 98 | 112 | 88 | 95 | 103
COc1c(O)c(OC)c(Br)c(Br)c1Br | 105 | 105 | 99 | 107 | 115 | 116 | 92 | 106
O=C1OC(=O)c2c(I)c(I)c(I)c(I)c21 | 107 | / | 107 | 128 | 118 | 119 | 108 | 110
Fc1ccc(C2CC(c3cccc(Nc4ccncc4)c3)=NN2c2ccccc2)cc1 (stereo unspecified) | 79 | 70 | 19 | 55 | 44 | 73 | 41 | 73
CS(=O)(=O)Nc1ccccc1N | 106 | 115 | 89 | 101 | 111 | 108 | 99 | 107
O/N=C1\c2ccccc2-c2ccc(O)cc21 | 91 | 90 | 91 | 104 | 112 | 103 | 91 | 97
CC(C(=O)O)N1C(=NCC(=O)c2ccccc2)NNC1(C)c1ccccc1O (stereo unspecified) | 101 | 95 | 90 | 92 | 103 | 100 | 71 | 96
Cn1c(N2CCCCC2)nc(-c2ccccc2)c(C#N)c1=O | 102 | 114 | 98 | 58 | 131 | 110 | 106 | 118
O=C(/C=C/c1cn(-c2ccccc2)nc1-c1ccc(OCc2ccccc2)cc1)c1ccc(OCc2ccccc2)cc1 | 99 | 110 | 98 | 97 | 107 | 110 | 96 | 107
CC1=C(C#N)c2nc3ccccc3c(=O)n2[C@]1(C)O | 96 | 93 | 100 | 99 | 108 | 94 | 91 | 96

Results in PC-3 and SF-295, for four of the compounds above:
SMILES	PC-3	SF-295
COc1ccc(-c2c3c(nn2-c2ccccc2)CCc2cnoc2-3)cc1OC	49	94
C=CCNC(=S)NNC(=O)c1cc2ccc1CCc1ccc(cc1)CC2	98	99
CCOC(=O)C1(c2ccccc2)CCCNC1=O (stereo unspecified)	95	101
CN(C)Cc1ccc2ccccc2c1O	83	/

Source: PubChem
